# Screens as filed in PubChem BioAssay.
# LmPK inhibitor – LmPK (Leishmania mexicana) enzyme inhibition. actives 0.37% (n = 290,000). Potency, µM (top dose mostly 57.5 µM), for inactives: at the highest dose activity change, negative = inhibition, most hits filed as inhibitors. purified LmPK, Kinase-Glo ATP luminescence, 1 h. Q27686; further: potency means the concentration at half of the fitted maximal effect; on the % scale 0 is the no-effect control and ±100 the full control effect
# Target sequence (Q27686 whole entry, looked up): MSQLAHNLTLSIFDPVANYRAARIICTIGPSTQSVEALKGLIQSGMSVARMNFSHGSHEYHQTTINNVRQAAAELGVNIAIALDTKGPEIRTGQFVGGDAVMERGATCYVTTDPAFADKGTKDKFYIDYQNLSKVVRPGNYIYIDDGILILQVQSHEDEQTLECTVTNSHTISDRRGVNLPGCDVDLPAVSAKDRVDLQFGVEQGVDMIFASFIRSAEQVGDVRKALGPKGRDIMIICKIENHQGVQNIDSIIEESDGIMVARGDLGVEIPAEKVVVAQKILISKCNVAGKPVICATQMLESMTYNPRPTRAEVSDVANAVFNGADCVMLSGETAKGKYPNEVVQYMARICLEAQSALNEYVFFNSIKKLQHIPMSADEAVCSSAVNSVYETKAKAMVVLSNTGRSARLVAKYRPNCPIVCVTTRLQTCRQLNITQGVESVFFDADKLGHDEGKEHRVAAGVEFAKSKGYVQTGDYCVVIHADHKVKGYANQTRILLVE
#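 qHTS format; LmPK 0.1 nM; substrates PEP 0.5 mM and ADP 0.1 mM. One-hour room-temperature incubation, then coupled luciferase luminescence; 0.5 nM enzyme wells mark activation.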
# Cycloheximide cs – affects cycloheximide protein synthesis inhibition readout, counter-screen; cell reporter, cycloheximide protein synthesis inhibition counterscreen; max response, %; actives 12% (n = 300,000); in the data active means max response mostly above about 13%, no sharp cut-off; inactive means mostly below about 14%; further: read at 38.3 µM for the half of the compounds with a filed dose; 0% is about no effect
# Shiga toxin inh – blocks Shiga toxin action in Vero cells | actives 9.2% (n = 290,000) | Vero cells, Shiga toxin protein synthesis inhibition reporter | inhibition, % at 38.7 µM; in the data active means inhibition mostly above about 28%, no sharp cut-off; inactive means mostly below about 43%; further: 0% is about no effect
# HCV inhibitor – blocks hepatitis C virus | Potency, µM (series often up to 41.8 µM), for inactives: at the highest dose activity change, negative = inhibition, actives largely listed as inhibitors | actives 3.4% (n = 340,000) | AID 651820 | Huh7.5.1 HCVcc-Cre infection, luciferase reporter, 44 h; further: potency means the concentration at half of the fitted maximal effect; on the % scale 0 is the no-effect control and ±100 the full control effect
#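 A cell-based infection assay in which seeded cells (1,000 per well) receive test compound after 4 h, are inoculated with HCVcc-Cre at approximately 0.5 moi, and are incubated 44 h before luminescence detection.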
# Tb PYK inh – T. brucei pyruvate kinase inhibition | actives 0.12% (n = 410,000) | TbPYK enzyme, Kinase-Glo Plus ATP luminescence, 45 min | Potency, µM (highest dose often 76.8 µM), inactives show at the top dose activity, negative = inhibition, most hits filed as inhibitors; further: potency means the concentration at half of the fitted maximal effect; on the % scale 0 is the no-effect control and ±100 the full control effect; nearly all actives have a fitted effect of over 50% in size
#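 ADP (130 uM final) triggers the TbPYK reaction after compound addition; incubation is 45 min at room temperature. Kinase-Glo Plus is then added and luminescence imaged. Normalized data are fitted to concentration-effect curves.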
# Pf growth 96h – P. falciparum growth inhibition at 96 hour, primary screen for plastid delayed-death inhibitors; AID 504834; P. falciparum luciferase reporter growth, 96 h; actives 6.9% (n = 320,000); Potency, µM (highest dose often 28.7 µM), for inactives: at the top dose activity change, negative = inhibition, most hits filed as inhibitors; further: potency means the concentration at half of the fitted maximal effect; on the % scale 0 is the no-effect control and ±100 the full control effect
#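 Luminescence readout: decreased luciferase signal marks inhibited growth of reporter-expressing P. falciparum in infected red cells (2% hematocrit, 0.05% parasitemia final), exposed to compound two generations (96 h, 37 C, 5% CO2).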
# Pf growth 48h – inhibits P. falciparum growth in the first generation, 48 h. P. falciparum luciferase growth in erythrocytes, 48 h. Potency, µM (doses to about 28.7 µM), inactives show at the highest dose activity change, negative = inhibition, hits mostly inhibitors. actives 5.9% (n = 310,000); further: potency means the concentration at half of the fitted maximal effect; on the % scale 0 is the no-effect control and ±100 the full control effect
#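 Read-out is firefly luciferase luminescence from an integrated reporter in P. falciparum, so falling signal marks reduced parasite growth. Infected erythrocytes were at 2% hematocrit and 0.1% parasitemia (final) in Albumax-supplemented RPMI 1640.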
# * = called active by the depositor; ? = inconclusive; · = no result given; & = joins results of further samples; [ ] = dose if it differs, or a comment. Unless noted, the call rests on the fitted dose curve; in most records, active means well fitted curve in the direction sought with a large enough effect; inconclusive means small, poorly fitted or top-dose-only effect, or another doubt; inactive means no such curve, though single readings can be large; an effect the other way counts as inactive or inconclusive.
SMILES,LmPK inhibitor,Cycloheximide cs,Shiga toxin inh,HCV inhibitor,Tb PYK inh,Pf growth 96h,Pf growth 48h
O=C(NCCCN1CCOCC1)NC1CCCCC1,0%,-1,41,8%,4%,6%,?
O=C(NC(Cc1c[nH]c2ccccc12)C(=O)O)c1ccc(Br)cc1 (configuration not stated),-1%,-6,-5,7%,1%,79%[activator],41%[activator]
CC(C)(C)c1nnc(NC(=O)CCS(=O)(=O)Cc2ccccc2)s1,-3%,-6,9,-1%,1%,23%,-16%
Cc1cc(S(=O)(=O)Nc2ccc(F)cc2)c(C)s1,6%,-2,29,25%,1%,·,9%
CCCC(CCC)C(=O)OC1C[C@H]2CC[C@@H](C1)[N+]2(C)C (some centres not stated),-3%,-4,-17,-2%[8.37 µM],2%&0%&1%,4.3µM*,12µM*
COc1ccccc1NC(=O)CSc1nncn1-c1cccnc1,5%,1,24,1%,2%,-10%,3%
CC(C)COC(=O)CCNc1n[nH]c(=O)[nH]c1=O,4%,-1,1,3%,-5%,9.3µM*,0%
COc1ccc(S(=O)(=O)NCc2ccncc2)cc1NC(=O)c1ccccc1C,·,·,·,16%,-15%,-27%,?
COc1cc(NC(=O)Cn2c([N+](=O)[O-])cnc2C)c(OC)cc1Cl,10%,-4,·,4%,-8%,?,?
COc1cc(/C=C/c2[nH]c(=O)[nH]c(=O)c2[N+](=O)[O-])cc([N+](=O)[O-])c1O,-13%,-1,-4,6%,-13%,2%,13%
CCC(=O)n1nc(-c2ccc(Cl)cc2)nc1N,-5%,14,28,6%,1%,?,25%
Cc1cc(/C=N/NC(N)=S)c(C)n1-c1ccc(Cl)cc1,-1%,15,14,?,-12%,4%,?
CCOc1ccccc1-c1cc(-c2n[nH]c(=S)n2CC)c2ccccc2n1,-15%,-2,26,?,?,1.7µM*,1.9µM*
Cc1cccc(NC(=O)CCCCCN2C(=O)[C@@H]3Cc4ccccc4CN3C2=O)c1,5%,-3,-7,?,-3%,?,?
CCC1CCC2(CC1)NC(=O)N(CC(=O)Nc1cc(C)on1)C2=O (configuration not stated),-1%,-3,-11,8%,-1%,-22%,-13%
CCC(=O)Nc1nnc(SCCOC)s1,-1%,9,7,-2%,4%,20%,9%
COc1cc(NC(=O)CN2C(=O)c3ccccc3Sc3ccc(C(=O)N4CCOCC4)cc32)cc(OC)c1OC,-5%,-1,8,29%,5%,?,6.6µM*
O=C(CS(=O)(=O)Cc1ccccc1)N1CCN(c2ccccc2F)CC1,3%,14,22,10%,2%,21%,6%
Cc1cc(NS(=O)(=O)c2ccc(NC(=O)/C=C/c3ccco3)cc2)nc(C)n1,15%,-3,14,-3%,-16%,?,-9%
CCOc1ccccc1OCCCCN1CCCC1,5%,-3,-13,-4%,0%,·,24%
COc1cc(NC(=O)c2cc(C)nc3ccccc23)cc(OC)c1OC,11%,-3,-3,-29%,0%,-5%,-21%
Cc1nc2ccc(NC(=O)NCCO)cc2s1,5%,20*,35,13%,3%,13%,26%
COc1cccc(N2CCN(C(=O)c3cc4ccc(OC)cc4[nH]3)CC2)c1,-2%,5,21,0%,12%,-12%,·
CCCC1=C(C(=O)OCC)C2(C(=O)Nc3ccc(C)cc32)C(C#N)=C(N)O1 (configuration not stated),-1%,5,-2,27%,-6%,?,?
COc1ccccc1NC(=O)/C(=C\c1cccs1)NC(=O)c1ccco1,4%,-1,18,0%,2%,-8%,?

# Overlap with the part before: 2 compounds; new compounds follow.
SMILES,LmPK inhibitor,Cycloheximide cs,Shiga toxin inh,HCV inhibitor,Tb PYK inh,Pf growth 96h,Pf growth 48h
CCCC1=C(C(=O)OCC)C2(C(=O)Nc3ccc(C)cc32)C(C#N)=C(N)O1 (configuration not stated),-1%,5,-2,27%,-6%,?,?
COc1ccccc1NC(=O)/C(=C\c1cccs1)NC(=O)c1ccco1,4%,-1,18,0%,2%,-8%,?
CO/N=C\CC(=O)Nc1ccc(Cl)c(Cl)c1,1%,-1,-9,9%,-8%,44%[activator],24%
CCOC(=O)c1c(/N=C/C2=C(O)CC(C)(C)CC2=O)sc(C(C)=O)c1C,0%,23*,57*,-8%,-3%,34%,22%
COc1ccc(-n2c(SCC(=O)Nc3ccc(NC(C)=O)cc3)nc3ccccc3c2=O)cc1,-2%,8,32,-7%,9%,-9%,11%[0.00184 µM]
CCN(Cc1ccncc1)C(=O)c1ccc2c(c1)S(=O)(=O)c1ccccc1C2=O,-1%,6,9,1%,-6%,-15%,-13%
O=C(CCC(=O)OCC(=O)c1ccc(Cl)cc1)NC1CCCCC1,-5%,1,-1,4%,-5%,117%[activator],37%[activator]
Cc1ccc(C(C(=O)NC(C)(C)C)N(CCCN2CCOCC2)C(=O)c2ccc(-c3ccccc3)[nH]2)o1 (configuration not stated),1%,-5,-6,13%,-4%,23%,0%
Cc1cc(S(=O)(=O)N2CCCCC2CCNC(=O)C(=O)NCc2cccnc2)ccc1F (configuration not stated),·,·,·,-2%,2%,13µM*,?
CCOc1ccccc1C(=O)OCC(=O)NCCc1ccc(OC)cc1,·,·,·,-16%,4%,-10%,-27%
O=S(=O)(c1ccc(NCCc2c[nH]c3ccccc23)nc1)N1CCOCC1,1%,-2,-7,7%,-2%,?,·
O=C(Nc1ccc([N+](=O)[O-])cn1)c1cccnc1,-3%,-2,·,17%,-7%,-14%,2%
Cc1ccc(C(=O)NCc2ccc3c(c2)OCO3)cc1C,-2%,35*,55*,-17%,2%,36%[activator],·
CSC1CCCCC1(O)CSc1nc2ccccc2o1 (configuration not stated),-3%,1,23,-6%,1%,19%,23%
CC(C)C(=O)N1CCc2cc(-c3csc(N)n3)ccc21,3%,22*,37,-27%,-21%,-12%,10µM*
CCCN(C(=O)CSc1cc(-c2ccccc2)c2ccc(OC)cc2n1)C1CCS(=O)(=O)C1 (configuration not stated),0%,1,-17,-15%,-1%,9.3µM*,?
O=C(CSc1ccccc1)N1CCC2(CC1)OCCO2,-1%,36*,54*,12%,-4%,·,153%[activator]
C/C(=N\NC(=S)NCc1ccccc1)c1cccs1,3%,35*,135*,?,3%,?,-23%
Cc1noc(C)c1C(=O)Nc1ccc(Cl)cc1C(F)(F)F,-4%,-4,2,15%,-7%,·,?
Cc1ccccc1NC(=O)c1cccc(S(=O)(=O)Oc2ccc([N+](=O)[O-])cc2)c1,1%,-3,-10,?,-6%,?,0%
CCOC(=O)c1c(N)n(CCN2CCCCC2)c2nc3ccccc3nc12,-2%,-3,-9,-3%,-9%,0%[5.75 µM],?
COc1ccc(CCNC(=O)C2CCN(S(C)(=O)=O)CC2)cc1,6%,13,11,24%,5%,0%,·
Nc1cc(S(=O)(=O)Nc2ccc(Br)cc2)ccc1Cl,5%,-2,-5,-11%,4%,102%[activator],31%[activator]
Cn1c(=O)c2c(SCC(=O)NCC3CCCO3)nc(-c3ccccc3Cl)nc2n(C)c1=O (configuration not stated),-1%,1,-2,?,-15%,?,?
O=C(N/N=C/c1ccccc1O)C1CCCC1,-10%,28*,22,?,2%,-102%,?
COc1ccc2c(c1)c(C(=O)CN1CCN(C(=O)c3ccco3)CC1)c(C)n2C,-9%,-4,-16,-6%,-5%,66%[activator],?
CCN(CC)CCCn1c(=S)[nH]c2cc(OC)c(OC)cc2c1=O,-2%,1,1,1%,-3%,·,10%

# Arranged by SMILES length (low to high): part of the list above
SMILES,LmPK inhibitor,Cycloheximide cs,Shiga toxin inh,HCV inhibitor,Tb PYK inh,Pf growth 96h,Pf growth 48h
O=C(Nc1ccc([N+](=O)[O-])cn1)c1cccnc1,-3%,-2,·,17%,-7%,-14%,2%
Cn1c(=O)c2c(SCC(=O)NCC3CCCO3)nc(-c3ccccc3Cl)nc2n(C)c1=O (configuration not stated),-1%,1,-2,?,-15%,?,?
COc1ccc(-n2c(SCC(=O)Nc3ccc(NC(C)=O)cc3)nc3ccccc3c2=O)cc1,-2%,8,32,-7%,9%,-9%,11%[0.00184 µM]

# Single entries from the results shown.
# Under Pf growth 96h, `COc1ccc(-n2c(SCC(=O)Nc3ccc(NC(C)=O)cc3)nc3ccccc3c2=O)cc1` has the entry -9%
# Under Pf growth 48h, `CO/N=C\CC(=O)Nc1ccc(Cl)c(Cl)c1` has the entry 24%

# (cont.)
SMILES,LmPK inhibitor,Cycloheximide cs,Shiga toxin inh,HCV inhibitor,Tb PYK inh,Pf growth 96h,Pf growth 48h
Cc1ccc(S(=O)(=O)N(C)c2ccc3ccccc3c2)cc1,4%,-2,19,-18%,-2%,7%,0%
Cc1cccc(C2NC(c3cccc(C)c3)C(C)C(=O)C2C)c1 (configuration not stated),-4%,0,-6,1%,1%,0%,?
CC(C)CC1Nc2ncnc(N3CCOCC3)c2N(Cc2ccc(Br)cc2)C1=O (configuration not stated),·,·,·,-29%,-8%,?,?
Cc1nn(Cc2ccc(F)cc2)c(C)c1NC(=O)c1cc2ncc(Br)cn2n1,10%,1,-14,-25%,9%,-1%,7%
NC(=O)CC[C@@H]1NC(=O)[C@@H]2CCCN2C(=O)c2cc([N+](=O)[O-])cc(F)c2NCCC[C@@H](C(N)=O)NC1=O,2%,-4,-11,4%[8.37 µM],3%,-15%,21%
CC(C)CC(NC(N)=O)C(=O)OCC(=O)N(Cc1ccccc1)Cc1ccccc1 (configuration not stated),11%,1,3,19%,2%,4%,4%
Cc1c(N2C(=O)CSC2c2ccc([N+](=O)[O-])cc2)c(=O)n(-c2ccccc2)n1C (configuration not stated),3%,6,-9,9%,0%,13%,11%
CCOc1cccc(-c2nnc(SCC(=O)Nc3cc(OC)cc(OC)c3)n2N)c1,2%,-2,-8,2%,5%,-16%,3%
Cc1noc(C)c1CSCC(=O)Nc1cc(S(=O)(=O)N2CCOCC2)ccc1OC(C)C,·,·,·,7%[8.37 µM],0%,?,?
COc1cc(/C=N/NC(=O)C(C)n2nnc3ccccc32)ccc1O (configuration not stated),10%,6,35,11%,-6%,21%,·
COc1ccccc1NC(=O)Nc1cccnc1,-21%,12,30,-8%,-23%,28%,6%
O=C(NC(=S)NC1CC1)c1cccnc1,0%,7,-19,8%,-4%,161%[activator],-1%
O=C(O)c1cc(/C=C/C(=O)c2cc(F)ccc2O)c2c(c1)COCO2,12%,-1,-5,4%,-8%,6%,22%
CCN(CC)C(=O)c1ccc(N2C(=O)C3CC=C(Cl)CC3C2=O)cc1 (configuration not stated),-4%,-2,-9,8%,-4%,-4%,8%
O=C(NCC(=O)N1CCc2ccccc2C1)c1ccccc1Cl,0%,22*,71*,-16%,1%,76%[activator],15%[0.00184 µM]
CCN1C(=O)CSc2ccc(C(=O)OC)cc21,-4%,-2,-20,5%,-13%,-32%,35%[activator]
Cc1ccc(NC(=O)c2c(C)noc2-c2snnc2C)cc1,-7%,-3,-8,-22%,-2%,?,?
COc1cccc2c1C(=O)O/C2=C/c1ccc2c(c1)OCO2,-21%,43*,71*,·,·,122%[activator],·
CNC(=S)N1CCN(S(=O)(=O)c2ccc3ccccc3c2)CC1,0%,-2,-19,10%,3%,14%,0%
Cc1ccnc(NC(=O)CCC(=O)N(CC(=O)NC(C)(C)C)C2CCCC2)c1,-3%,-4,-7,0%,2%,1%[5.75 µM],16%
CC(=O)c1cccc(NC(=O)c2cccc(N3C(=O)c4ccccc4C3=O)c2)c1,0%,1,-12,22%,2%,-1%,?
COc1ccccc1C(C[N+](=O)[O-])c1c[nH]c2ccccc12 (configuration not stated),0%,-2,30,?,-3%,?,?
O=C(CSc1ncn[nH]1)Nc1cccc(S(=O)(=O)N2CCCCCC2)c1,2%,2,13,?,-1%,-26%,-18%
